# Rhodamine fluor: compound autofluorescence in rhodamine spectral region | 59,000 tested, 0.05% active | Rhodamine-region fluorescence, 547/598 nm, Tris buffer; hits give high values | AID 594 | max dye-equivalent concentration, M; in the data active means max dye-equivalent concentration above about 11 nM; inconclusive means between about 1.1 nM and that limit
#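 Compounds in 100 mM Tris buffer, pH 8.0, were incubated 15 min at room temperature, then read at 547 nm excitation and 598 nm emission. Fluorescence was normalized against a per-plate six-point rhodamine standard curve as dye-equivalent concentration.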
# HADH2 inhib: blocks human hydroxyacyl-CoA dehydrogenase type II; Q99714; recombinant HADH2, NADH fluorescence, beta-hydroxybutyryl-CoA; Potency, µM (titrated, usually from 57.1 µM), for the others: at the top dose activity change, negative = inhibition, actives largely listed as inhibitors; 73,000 tested, 3.4% active; AID 886; further: potency means the concentration at half of the fitted maximal effect; on the % scale 0 is the no-effect control and ±100 the full control effect; nearly all actives have a fitted effect of over 60% in size; many of its hits are not listed in these tables
# Target sequence (Q99714 whole entry, looked up, one chain of several): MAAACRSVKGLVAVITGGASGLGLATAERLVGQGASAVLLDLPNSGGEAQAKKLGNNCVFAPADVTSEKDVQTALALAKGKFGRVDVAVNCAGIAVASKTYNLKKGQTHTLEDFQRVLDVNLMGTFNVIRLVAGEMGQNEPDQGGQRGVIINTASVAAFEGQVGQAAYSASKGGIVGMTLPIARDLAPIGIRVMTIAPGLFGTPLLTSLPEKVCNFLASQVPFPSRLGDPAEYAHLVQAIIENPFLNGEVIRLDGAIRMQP
#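 His-tagged recombinant enzyme from E. coli, 20 nM, preincubated 15 min RT with compound; reaction started with 1 mM NAD+ and 90 uM beta-hydroxybutyryl-CoA in 100 mM Tris-HCl pH 9.0. NADH fluorescence (ex 360/em 450) read over 4 min; last-minus-first difference.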
# Pol III holo inh: blocks replication by bacterial DNA polymerase III holoenzyme; 71,000 tested, 0.25% active; Potency, µM (doses to about 57.1 µM), for the others: at the highest dose activity change, negative = inhibition; reconstituted DNA polymerase III holoenzyme replication, biochemical; further: potency means the concentration at half of the fitted maximal effect; on the % scale 0 is the no-effect control and ±100 the full control effect
#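 Reconstituted *E. coli* holoenzyme (0.35 nM Pol III, 1 nM beta, 154 nM SSB, 2 nM primase) was preincubated with compound for 15 min at RT. Synthesis on 1.4 nM ssM13Gori ran 35 min, then was stopped with PicoGreen/EDTA and read as dsDNA fluorescence.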
# CRE Fsk mod: modulators of forskolin-stimulated CRE signaling in CHO cells; AID 662; CHO CRE-bla reporter (cAMP response element driving beta-lactamase), forskolin EC10, beta-lactamase ratio; 71,000 tested, 2.5% active; Potency, µM (highest dose often 38.2 µM), without a hit: at the top dose activity change, negative = inhibition, usual class: activators; active means well fitted activation curve with a large enough effect in the signal ratio, with a control signal flat, not every such curve was filed as active; inconclusive means small, poorly fitted or top-dose-only effect, or effect the other way, or a change in a side signal; the % refers to the signal ratio; further: potency means the concentration at half of the fitted maximal effect; % of control where 0% means no effect
#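 Using CellSensor CRE-bla CHO cells in Opti-MEM with 0.5% dialyzed FBS, compounds were titrated with EC10 NKH 477 for 3 h at 37 °C. CCF4 ratio (460/530 nm) gave %Activity; AC50 derived.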
# ERK AVP inh: vasopressin-driven ERK pathway inhibition; HEK293-V1b, vasopressin-stimulated pERK AlphaScreen; Potency, µM (titrated, usually from 57.5 µM), without a hit: at the highest dose activity, negative = inhibition, hits mostly inhibitors; 72,000 tested, 0.99% active; AID 995; further: potency means the concentration at half of the fitted maximal effect; on the % scale 0 is the no-effect control and ±100 the full control effect; nearly all actives have a fitted effect of over 55% in size
#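 V1b-HEK293 cells; cpd 30 min 37C; 25 nM vasopressin 5 min; lyse 10 min; AlphaScreen beads 5 hr RT. Normalized to DMSO basal and 25 nM vasopressin; AC50 by Hill fit.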
# Tau filament bind: binds recombinant human tau filaments. Potency, µM (doses to about 57.1 µM), without a hit: at the top dose activity change, negative = inhibition. recombinant tau filaments, thioflavin S fluorescence, 15 h; filaments grown with octadecylsulfate alongside compound. 71,000 tested, 2% active;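 further: potency means the concentration at half of the fitted maximal effect; on the % scale 0 is the no-effect control and ±100 the full control effect; actives lower thioflavin S fluorescence by blocking filaments or displacing dye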
# Target sequence (P10636 whole entry, looked up): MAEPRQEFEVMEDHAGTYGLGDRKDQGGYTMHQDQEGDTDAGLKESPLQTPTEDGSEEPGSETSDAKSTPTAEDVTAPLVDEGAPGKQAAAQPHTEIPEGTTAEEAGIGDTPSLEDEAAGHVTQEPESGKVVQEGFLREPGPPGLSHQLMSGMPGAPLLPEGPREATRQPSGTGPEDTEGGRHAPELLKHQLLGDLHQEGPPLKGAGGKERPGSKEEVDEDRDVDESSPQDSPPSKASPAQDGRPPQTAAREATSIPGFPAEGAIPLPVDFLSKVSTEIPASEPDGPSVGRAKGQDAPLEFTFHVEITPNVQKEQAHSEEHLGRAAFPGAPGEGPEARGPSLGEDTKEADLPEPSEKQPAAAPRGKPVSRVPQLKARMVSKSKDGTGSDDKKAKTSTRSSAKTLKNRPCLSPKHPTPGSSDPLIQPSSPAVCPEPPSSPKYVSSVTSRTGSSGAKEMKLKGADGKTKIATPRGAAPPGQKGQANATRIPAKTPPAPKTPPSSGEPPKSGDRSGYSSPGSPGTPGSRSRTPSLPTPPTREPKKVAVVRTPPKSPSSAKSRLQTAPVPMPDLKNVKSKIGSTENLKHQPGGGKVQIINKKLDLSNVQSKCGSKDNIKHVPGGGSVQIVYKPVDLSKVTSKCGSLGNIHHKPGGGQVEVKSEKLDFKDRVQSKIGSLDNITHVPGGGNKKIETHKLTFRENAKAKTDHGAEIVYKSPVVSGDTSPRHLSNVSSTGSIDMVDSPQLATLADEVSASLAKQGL
#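 His-tagged recombinant human tau (exons 2, 3 and 10 included), 1 uM, was induced to fibrillize by 30 uM sodium octadecylsulfate with compound present. After 15 h at 37 C, thioflavine S fluorescence (ex 450, em 510 nm) was read.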
# Luciferase inh: firefly luciferase inhibition; purified firefly luciferase, luminescence, 8 min; Potency, µM (highest dose often 57.1 µM), for inactives: top-dose activity change, negative = inhibition, actives largely listed as inhibitors; 72,000 tested, 2.2% active; AID 411; further: potency means the concentration at half of the fitted maximal effect; on the % scale 0 is the no-effect control and ±100 the full control effect; nearly all actives have a fitted effect of over 40% in size
#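 Firefly luciferase (PKLight detection mix) with 10 uM ATP in pH 7.2 imidazole buffer (KCl, MgCl2, Tween 20, BSA). Compounds tested across a concentration series (qHTS). Luminescence read after 8 min at ambient temperature.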
# TexasRed autofl: compound fluoresces in the Texas Red spectral region; max dye-equivalent concentration, M; AID 587; 59,000 tested, 0.06% active; Compound fluorescence, Texas Red channel, 547/618 nm; hits give high values; in the data active means max dye-equivalent concentration above about 10 nM; inconclusive means between about 1.1 nM and that limit
#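 Compound fluorescence was read after 15 min at room temperature in 100 mM Tris, pH 8.0, using 547 nm excitation and 618 nm emission across a concentration series. It was expressed as Texas Red dye-equivalent concentration from an on-plate standard curve.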
# ALOX15 inhib: 15-hLO (ALOX15) enzyme inhibition; purified 15hLO-1, xylenol orange hydroperoxide absorbance; 74,000 tested, 1.4% active; P16050; AID 887; Potency, µM (titrated, usually from 57.1 µM), without a hit: at the top dose activity change, negative = inhibition, actives largely listed as inhibitors; further: potency means the concentration at half of the fitted maximal effect; on the % scale 0 is the no-effect control and ±100 the full control effect; nearly all actives have a fitted effect of over 55% in size
#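 Purified human 15hLO-1 (40 nM) in 25 mM Hepes pH 7.5, 0.01% Triton X-100, preincubated 15 min RT with compound, then 50 uM arachidonic acid for 6 min. Hydroperoxide read by ferrous/xylenol orange, 30 min; 573/405 nm absorbance ratio gave progress.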
# HBB splice mod: hemoglobin beta splicing modulation. HBB splicing reporter cell assay, activation; EGFP reporter with mutant IVS2-654 intron; response scale: normalised to 500 nM splice-correcting PNA. Potency, µM (doses to about 46.1 µM), without a hit: top-dose activation, most hits filed as activators. 65,000 tested, 0.06% active; further: potency means the concentration at half of the fitted maximal effect; 0% is about no effect
#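 Compounds were applied for 2 days to HeLa EGFP-654 cells, 500/well in Optimem with 2% FCS. The reporter's EGFP is disrupted by mis-splicing of beta-globin intron IVS2-654. Readout: summed well GFP fluorescence from 488 nm laser scanning; reference was 500 nM antisense […] 654 PNA.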
# Hsp90 Hop PPI: changes Hsp90-Hop TPR2A binding signal, up or down. AlphaScreen TPR2A-His6 binding biotin-Hsp90 C-terminal peptide. Potency, µM (highest dose often 57 µM), for inactives: at the highest dose activity change, negative = inhibition. 71,000 tested, 0.44% active. AID 595; active means well fitted curve in either direction with a large enough effect; inconclusive means small, poorly fitted or top-dose-only effect, or another doubt; further: potency means the concentration at half of the fitted maximal effect; on the % scale 0 is the no-effect control and ±100 the full control effect; many of its hits are not listed in these tables
# Active calls of the source: *; i = inactive; ? = inconclusive; nt = not tested or not shown; [ ] = another dose, or the depositor's remark. Unless noted, the call rests on the fitted dose curve; in most records, active means well fitted curve in the direction sought with a large enough effect; inconclusive means small, poorly fitted or top-dose-only effect, or another doubt; inactive means no such curve, though single readings can be large; an effect the other way counts as inactive or inconclusive.
No.	Structure	Rhodamine fluor	HADH2 inhib	Pol III holo inh	CRE Fsk mod	ERK AVP inh	Tau filament bind	Luciferase inh	TexasRed autofl	ALOX15 inhib	HBB splice mod	Hsp90 Hop PPI
1	COc1cc(-c2nc(-c3ccc(Br)o3)no2)cc(OC)c1OC	nt	?	0.5%	2.51µM*	-18.6%	230.4%	0.8%	nt	-4.8%	-0.5%	-1.8%[2.3 µM]
2	CCc1nnc(NC(=O)CSc2nnc(CSc3nc(C)cc(C)n3)n2C)s1	i	-5.8%	-5.5%	2.8%	3.1%	-9.2%	3.6%	i	?	nt	2.4%
3	COc1cccc(C2CC(c3ccc(Cl)cc3)n3nc(N)nc3N2)c1 (stereo not given)	nt	-2.5%	0.8%	-1.5%	?	7.4%	1.4%	nt	7.3%	-1.4%	-2.6%[2.3 µM]
4	COc1ccc(-c2nc3nc(C)c(Cc4ccccc4)c(=O)n3[nH]2)cc1	i	-17.3%	-7.4%	?	-6.0%	204.3%	-5.5%	?	-12.3%	0.5%[57.5 µM]	2.4%
5	Cc1ccc(S(=O)(=O)NCCC(=O)N2CCN(Cc3ccccc3)CC2)cc1	i	3.3%	-6.9%	8.9%	-3.9%	-0.8%	0.6%	i	-0.5%	-4.1%[57.5 µM]	-2.9%
6	O=C(C1CCCN1S(=O)(=O)c1cccc2cccnc12)N1CCN(c2ccccc2)CC1 (stereo not given)	nt	1.8%	-5.0%	-12.5%	-26.8%	4.8%	1.3%	nt	?	-2.1%	-3.2%[2.3 µM]
7	O=C(c1cnc(N2CCN(c3ncccn3)CC2)c2ccccc12)N1CCN(c2ncccn2)CC1	i	-8.5%	-2.8%	-5.3%	8.7%	2.4%	3.6%	i	-0.8%	3.1%	?
8	CC(C)C(OC(=O)c1cc2occc2n1C)C(=O)NCc1ccc2c(c1)OCO2 (stereo not given)	i	1.1%	-1.9%	-18.9%	1.7%	-8.5%	4.8%	i	-26.2%	-0.1%[57.5 µM]	-8.6%
9	CC(=O)Nc1ccc2nc(-c3cccs3)[nH]c2c1	nt	427.7%[activator][11.4 µM]	-5.6%[11.4 µM]	?	-2.1%	-14.9%[11.4 µM]	15.8µM*	nt	-0.1%[11.4 µM]	-0.2%[0.0738 µM]	-5.3%[11 µM]
10	Cc1ccc(NC(=O)C2CCN(S(=O)(=O)c3cccc4cccnc34)CC2)nc1	nt	-3.1%	-8.2%	-10.4%	31.6µM*	-14.6%	-1.1%	nt	?	1.3%	-6.6%
11	O=C(CSc1nc2c(c(=O)n1-c1ccc(Br)cc1)SCC2)NCC1CCCO1 (stereo not given)	i	-15.1%	-3.3%	1.8%	-16.6%	-1.5%	2.2%	i	4.1%	0.6%	-5.3%
12	COc1ccccc1CNc1nc2nc(C)c(C)c(=O)n2[nH]1	i	-0.4%	2.3%	-2.5%	-6.4%	-10.1%	3.1%	i	2.5%	1.4%[0.369 µM]	-3.6%
13	O=C(CNS(=O)(=O)c1cccs1)N1CCCC1	i	2.9%	-3.0%	-8.6%	16.5%	0.9%	1.2%	i	6.1%	-1.6%	5.0%
14	COc1cc(C(=O)OC(C)CN2CCOCC2)cc(OC)c1OC (stereo not given)	i	0.2%	-1.4%	?	0.8%	-1.8%	-31.3%	i	-8.9%	0.2%	1.7%
15	Cc1ccc(-c2ccc(CCC(=O)O)n2C(C)C)cc1	nt	-24.8%	-12.0%	7.2%	?	-16.2%	-0.2%	nt	?	-0.1%	-8.5%
16	OC(COc1ccc(Cl)cc1)CN1CCCCC1 (stereo not given)	i	4.8%	8.4%	?	13.1%	-15.2%	-0.4%	i	9.7%	-1.0%	-0.3%
17	Cc1ccc(NC(=O)C2CCCNC2=O)nc1 (stereo not given)	i	3.4%	-3.1%	-3.5%	-2.4%	-7.2%	0.0%	i	12.6%	-0.6%	-3.7%
18	CCCn1nnc(NC(=O)c2ccc(Br)cc2)n1	i	6.0%	2.0%	2.7%	-3.5%	9.2%	-17.4%	i	-1.5%	-0.1%	-3.2%
19	CC(=O)N1CCN(c2ccccc2NC(=O)COc2cc(C)ccc2C(C)C)CC1	i	-11.8%	1.6%	17.6%	-29.7%	-8.0%	-0.1%	i	?	-0.4%	-5.2%
20	COC(=O)[C@@]1(Cc2ccccc2)C=C[C@@H](C)N1C(C)=O	nt	8.7%	-5.3%	-3.3%	-0.5%	0.7%	nt	nt	11.5%	-0.1%	-6.3%
21	CCOC(=O)c1nc2ccccc2s1	nt	-10.3%	0.6%	-6.1%	3.8%	1.3%	-24.3%	nt	2.0%	-4.5%	1.6%
22	CCOC(=O)N1CCN(C(=O)CN2C(=O)COc3ccc(C(C)(C)C)cc32)CC1	i	-5.1%	-0.2%	7.7%	-8.9%	16.8%	2.9%	i	-13.2%	-2.4%[57.5 µM]	-0.7%
23	CCOC(=O)c1sc2ncn(C(CC)C(=O)OC)c(=O)c2c1C (stereo not given)	nt	-27.1%	-3.8%	?	-12.2%	2.3%	-1.0%	nt	-3.3%	0.9%	-2.8%
24	C[C@H]1C=C2C=C[C@H](C)[C@H](CC[C@@H]3C[C@@H](O)CC(=O)O3)[C@H]2[C@@H](OC(=O)[C@@H](C)CCO)C1	nt	-3.0%	-4.1%	?	12.0%	?	-0.5%	nt	?	nt	-2.6%
25	CCC(=O)NCc1nc2ccccc2n1Cc1ccccc1F	i	5.1%	-2.4%	-8.9%	4.6%	-3.4%	0.9%	?	5.0%	-0.1%	0.6%
26	CC(C)C[C@@H](CC(=O)N[C@@H](CCC(=O)O)CC(=O)O)NC(=O)[C@@H]1CCCC[C@H]1NC(=O)C[C@@H](NC(=O)C[C@H](CO)NC(=O)[C@@H]1CNCC[C@H]1N)C(C)C	nt	30.9%[activator]	-0.9%	-10.5%	nt	3.8%	nt	nt	nt	2.2%	0.5%
27	Cc1ccc(-c2nc3ncccn3c2Nc2ccc3c(c2)OCO3)o1	i	-11.9%	8.4%	?	?	12.6µM*	-7.0%	i	-20.7%	0.1%	-14.9%
28	O=C(COc1ccccc1Cl)NCc1ccco1	i	21.4%	-2.6%	4.3%	-21.5%	-9.7%	-2.6%	i	-14.3%	-0.6%	-1.0%
29	COC(=O)c1ccc(C(NC(=O)OCc2ccccc2)/C(F)=C/[C@@H](C)C(=O)N(C)Cc2cccnc2)cc1 (stereo not given in full)	nt	1.3%	-0.6%	-5.2%	-15.1%	18.6%	nt	nt	3.4%	-0.1%	-3.6%
30	CC(=O)N[C@H]1[C@@H](O[C@@H](C)C(=O)O)[C@H](O)[C@H](CO)O[C@@H]1O	i	-4.2%[25.6 µM]	-8.8%[25.6 µM]	-7.6%[17.1 µM]	30.3%[activator][25.7 µM]	7.0%[25.6 µM]	5.4%[25.5 µM]	i	9.2%[25.6 µM]	-0.3%[20.6 µM]	-3.1%[26 µM]
31	Cc1cccc(N(C(=O)Cn2nnc3ccccc32)C(C(=O)NCc2ccco2)c2ccncc2)c1C (stereo not given)	i	1.5%	?	-15.8%	-17.5%	11.4%	-1.7%	?	10.1%	-0.3%[57.5 µM]	-2.8%
32	O=C1NC(c2ccco2)Nc2sc3c(c21)CCN(Cc1ccccc1)C3 (stereo not given)	nt	25.1µM*	6.9%	3.16µM*	-7.7%	i	-13.3%	nt	?	9.2%	-1.9%[2.3 µM]
33	O=C(O)CCC(=O)OC1CC2CCC1C2 (stereo not given)	i	3.6%	2.1%	5.2%	1.8%	4.4%	2.6%	i	1.5%	nt	1.7%
34	Cc1c(NC(=O)COC(=O)Cc2ccc(Cl)cc2)c(=O)n(-c2ccccc2)n1C	i	3.5%	-7.6%	-10.2%	32.5%	-8.2%	2.7%	i	-21.7%	-4.6%	?
35	COc1ccc(CC(CC(=O)O)C(=O)Nc2ccc(OC)cc2)cc1 (stereo not given)	i	0.6%	-4.6%	3.4%	10.5%	-2.2%	-0.5%	?	-0.8%	-1.1%	-4.5%

# A portion of the library, so the mix of outcomes need not match the whole.
